Screening data from PubChem BioAssay.
EPAC1 antag – blocks human EPAC1 exchange factor; 0.14% of 360,000 active; AID 720709; EPAC1 GEF assay, Rap1b-BODIPY-GDP exchange fluorescence; Potency, µM (highest dose often 115 µM), inactives show at the top dose activity change, negative = inhibition, hits mostly inhibitors;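 further: potency means the concentration at half of the fitted maximal effect; plate controls were vehicle for no effect and positive control for full effect; nearly all actives have a fitted effect of over 50% in size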
Target sequence (O95398 whole entry, looked up): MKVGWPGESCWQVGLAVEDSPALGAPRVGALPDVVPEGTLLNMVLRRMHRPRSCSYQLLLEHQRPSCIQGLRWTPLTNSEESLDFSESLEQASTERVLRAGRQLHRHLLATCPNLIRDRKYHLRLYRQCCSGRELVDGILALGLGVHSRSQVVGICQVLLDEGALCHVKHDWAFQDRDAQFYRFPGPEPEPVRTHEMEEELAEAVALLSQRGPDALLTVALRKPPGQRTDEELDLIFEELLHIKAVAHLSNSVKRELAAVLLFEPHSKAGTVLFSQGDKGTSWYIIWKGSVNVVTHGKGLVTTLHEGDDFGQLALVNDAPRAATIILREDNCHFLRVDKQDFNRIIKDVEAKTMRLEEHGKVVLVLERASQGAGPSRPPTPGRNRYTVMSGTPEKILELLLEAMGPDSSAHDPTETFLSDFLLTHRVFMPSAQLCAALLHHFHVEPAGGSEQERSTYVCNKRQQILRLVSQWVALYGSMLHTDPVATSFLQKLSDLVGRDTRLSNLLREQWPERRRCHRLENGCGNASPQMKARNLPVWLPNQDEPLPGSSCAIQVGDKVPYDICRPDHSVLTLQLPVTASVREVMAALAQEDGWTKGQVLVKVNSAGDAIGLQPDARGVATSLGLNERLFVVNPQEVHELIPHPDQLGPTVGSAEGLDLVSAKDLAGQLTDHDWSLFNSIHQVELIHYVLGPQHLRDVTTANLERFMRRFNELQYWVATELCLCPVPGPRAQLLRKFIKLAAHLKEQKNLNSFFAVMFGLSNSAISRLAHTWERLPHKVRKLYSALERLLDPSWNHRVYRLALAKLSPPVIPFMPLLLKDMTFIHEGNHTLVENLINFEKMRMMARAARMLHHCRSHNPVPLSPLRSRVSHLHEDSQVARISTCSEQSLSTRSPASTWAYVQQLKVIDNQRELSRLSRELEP
MmCpn inh – inhibitors of Methanococcus maripaludis chaperonin (MmCpn); purified Mm-Cpn ATPase, ADP Transcreener TR-FRET; 0.031% of 330,000 active; Potency, µM (doses to about 76.9 µM), for the others: at the top dose activity, negative = inhibition, actives largely listed as inhibitors; AID 504842; further: potency means the concentration at half of the fitted maximal effect; on the % scale 0 is the no-effect control and ±100 the full control effect; nearly all actives have a fitted effect of over 80% in size
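TR-FRET (320 nm excitation; 590 and 665 nm emission) reports ADP made from 10 uM ATP by 25 nM enzyme; compounds were preincubated 10 min, reaction run 30 min, both at 37°C.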
WRN helicase inh – blocks human WRN helicase. WRN helicase unwinding, fluorescent forked duplex, kinetic. 0.46% of 360,000 active. Q14191. AID 651768. Potency, µM (highest dose often 114 µM), inactives show at the highest dose activity change, negative = inhibition, actives largely listed as inhibitors; further: potency means the concentration at half of the fitted maximal effect; on the % scale 0 is the no-effect control and ±100 the full control effect; nearly all actives have a fitted effect of over 55% in size
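Kinetic fluorescence helicase assay: unwinding of a quenched forked DNA duplex (100 nM final) with 2 mM ATP final raises red fluorescence (525/598 nm). Compounds sat 15 min at room temperature with 20 nM WRN beforehand.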
EPAC1 agonist – agonists of human EPAC1; Potency, µM (doses to about 154 µM), for inactives: at the highest dose activation, usual class: activators; AID 720707; 0.073% of 360,000 active; O95398; EPAC1 agonist qHTS, biochemical assay; response scale: 100% = response to 6.5 mM cAMP; further: potency means the concentration at half of the fitted maximal effect; nearly all actives have a fitted effect of over 60% in size
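Compounds were pinned as a concentration titration into mixtures of EPAC1 (100 nM), BODIPY-GDP-loaded Rap1B (250 nM) and GDP (50 uM). After 5 min at room temperature, fluorescence was followed for 30 min; activity was scaled to 6.5 mM cAMP.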
EPAC2 antag – blocks human EPAC2 exchange factor. Q8WZA2. EPAC2 GEF exchange of Rap1B-BODIPY-GDP, fluorescence. Potency, µM (top dose mostly 114 µM), inactives show at the highest dose activity, negative = inhibition, actives largely listed as inhibitors. 0.18% of 360,000 active. AID 720708; further: potency means the concentration at half of the fitted maximal effect; on the % scale 0 is the no-effect control and ±100 the full control effect; nearly all actives have a fitted effect of over 45% in size; many of its hits are not listed in these tables
PLK1 PBD block – blocks phosphopeptide binding to human PLK1 polo-box domain; P53350; Plk1 PBD binding of FITC phosphopeptide, fluorescence polarization; Potency, µM, for inactives: max response, negative = inhibition, hits mostly inhibitors; 2.8% of 360,000 active; further: potency means the concentration at half of the fitted maximal effect; series mostly up to about 57 µM; on the % scale 0 is the no-effect control and ±100 the full control effect; nearly all actives have a fitted effect of over 65% in size
PI5P4Ka inh – PI5P4K alpha (human) kinase inhibition; PI5P4Kalpha enzyme, ADP-Glo luminescence, 60 min; active compounds read low; max response, %; 1.2% of 330,000 active; AID 652105; active means max response of -50% or lower; inconclusive means between -30% and -50%; inactive means -30% or higher; further: value at the top dose of about 77 µM; on the % scale 0 is the no-effect control and ±100 the full control effect
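Human PI5P4Kalpha with substrate in 0.038 M HEPES pH 7.4, 0.28 mM EGTA, 0.1% CHAPS, 5% DMSO; reaction started with 5 microM ATP (final), 60 min at room temperature. ADP formed read by ADP-Glo luminescence.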
CCT modulator – changes cytosolic chaperonin activity; activity change, % (no concentration beside the values), hits read low; purified chaperonin ATPase assay, HTRF ADP detection, 30 min; AID 651819; 0.3% of 360,000 active; in the data active means activity change below about -30%; further: on the % scale 0 is the no-effect control and ±100 the full control effect
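TRiC (40 or 20 nM final, by batch activity) in 30 mM Tris pH 7.4, 100 mM KCl, 5 mM MgCl2, 1 mM DTT was treated with compound at 76 uM single dose, then 10 uM ATP, 30 min at 37 °C. ADP was read by HTRF Transcreener.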
* hit, by the source's call; ? = inconclusive; / = no result given; [ ] = remark or other dose. Unless noted, the call rests on the fitted dose curve; in most records, active means well fitted curve in the direction sought with a large enough effect; inconclusive means small, poorly fitted or top-dose-only effect, or another doubt; inactive means no such curve, though single readings can be large; an effect the other way counts as inactive or inconclusive. Only part of the results is shown; the hit share may differ from the screen's.

SMILES	EPAC1 antag	MmCpn inh	WRN helicase inh	EPAC1 agonist	EPAC2 antag	PLK1 PBD block	PI5P4Ka inh	CCT modulator
O=C(C[n+]1cc(-c2ccc(Cl)cc2)n2c1CCCCC2)c1ccccc1	-13%	-2%	?	-26%	6%	-15%	6	0.6
Cc1cc2n(n1)C(c1cccs1)Nc1ccccc1-2 (stereo not drawn)	-9%	1%	-6%[57.1 µM]	0%	0%	-2%	21	-2.2
CCNC(=O)C1CCCN(C(=O)c2ccccc2)CC1 (stereo not drawn)	-2%	/	4%	-6%	9%	4%	-3	-0.2
N#Cc1ccc(C(=O)N2CCN(S(=O)(=O)c3ccc(Cl)s3)CC2)cc1	4%	-11%	1%	18%	-6%	-8%	2	-1.6
Cc1nc(-c2ccc(Cl)cc2)sc1C1(C)CC(c2ccncc2)=NO1 (stereo not drawn)	-4%	/	0%	-9%	27%	-12%	-1	-4.5
NC(=O)C1CCN(c2ccc(C(F)(F)F)cc2[N+](=O)[O-])CC1	-3%	-8%	-5%	0%	5%	-8%	/	-1.6
CC1(C(=O)Nc2ccc3c(c2)OCCO3)CCN1C(=O)c1ccco1 (stereo not drawn)	1%	/	-2%	-8%	11%	-6%	-1	-1.5
CCn1cc(Br)c(C(=O)Nc2cccc(SC)c2)n1	-5%	1%	-2%	8%	-4%	-4%	/	-1.6
O=CNC1CCCc2c1[nH]c1ccc(Cl)cc21 (stereo not drawn)	2%	-2%	-5%	-3%	-5%	-4%	14	0.2
COc1cc(C(=O)OCC(=O)Nc2cc(-c3cc(C)c(C)cc3C)nn2-c2ccccc2)cc(OC)c1OC	-5%	0%	3%	3%	6%	-2%	-6	-2.4
COc1ccccc1OCC(=O)N/N=C/c1cccc2cccnc12	-14%	1%	-2%	-10%	-4%	4%	-9	0.4
COc1cccc(CNC(=O)Cn2c(=O)oc3ccccc32)c1OC	0%	3%	-3%	-6%	-10%	5%	3	-0.9
O=C(NN1C(=O)C2C3C=CC(O3)C2C1=O)c1cccc(Br)c1 (stereo not drawn)	-4%	1%	?	2%	-3%	-13%	-24	-2.5
COc1ccc(CCNC(=O)COc2cc(C)cc3oc(=O)cc(C)c23)cc1OC	-10%	-2%	0%	-14%	9%	0%	1	0.8
Cc1nc(NC(=O)CN(C)S(=O)(=O)c2ccc(Cl)cc2)sc1C	-5%	0%	-16%	5%	-11%	-10%	/	-1.1
COC(=O)C(C)Oc1cc(OC(C)C(=O)OC)c2c(C)c(Cl)c(=O)oc2c1 (stereo not drawn)	-5%	-4%	-1%[57.1 µM]	-1%	-8%	5%	1	1.0
O=C(c1ccco1)N(Cc1ccc(Cl)cc1)Cc1ccco1	?	-6%	-10%	3%	-19%	0%	8	-7.2
COc1ccc(S(=O)(=O)N(C)c2ccc(C(=O)Nc3ccccc3C(=O)N3CCOCC3)cc2)cc1OC	-14%	2%	-26%	1%	-5%	-6%	6	-2.4
COc1ccccc1Nc1ccc([N+](=O)[O-])cn1	-8%	-1%	0%	6%	8%	-4%	1	0.5
CCN1CCCc2cc(CN(CCN3CCOCC3)C(=O)Nc3ccc(C)c(C)c3)ccc21	?	1%	-5%	6%	-16%	-18%	25	-2.0
O=C(Nc1nccs1)c1ccc2c(=O)n3c(nc2c1)CCCCC3	-9%	-1%	4%	-7%	-7%	-22%	1	-3.0
Fc1cccc(CSc2ccc3nnc(-c4ccccn4)n3n2)c1	10%	-1%	-9%[57.1 µM]	4%	-5%	1%	4	-9.5
COc1ccc(-c2cc(=O)c3ccccc3o2)cc1	-8%	-8%	-1%	-4%	-3%	-19%	3	-46*
CCCc1nc2ccc(NC(=O)c3ccco3)cc2c(=O)n1Cc1ccc(Cl)cc1	-1%	0%	-1%	5%	0%	-7%	-19	-0.9
CCCn1c(C)cc(/C=C(\C#N)C(=O)OCC(=O)Nc2cccc(OC)c2)c1C	-17%	-14%	-1%	-17%	7%	0%	-17	1.5

Going on with the list.
SMILES	EPAC1 antag	MmCpn inh	WRN helicase inh	EPAC1 agonist	EPAC2 antag	PLK1 PBD block	PI5P4Ka inh	CCT modulator
CNc1nc(SCc2ccc(C)cc2)nc2c1CCCC2	-16%	0%	1%	12%	-3%	0%	12	-1.3
COc1ccccc1N1C(C)=CC(=C(C#N)c2nc3ccccc3s2)C=C1C	55%[activator]	0%	-8%	?	64%[activator]	?	0	-2.1
O=C(CSc1ncnc2c1oc1ccccc12)Nc1nc2ccccc2s1	8%	-10%	-5%	1%	-5%	-3%	-4	-1.7
O=C(O)CNC(=O)c1ccc(N2CCOCC2)cc1[N+](=O)[O-]	-6%	3%	-5%	-1%	-6%	-6%	2	-1.5
Cc1ccc(NC(=O)Cn2nnc(C(=O)NCc3ccc4c(c3)OCO4)c2N)cc1	?	4%	-13%	1%	-1%	-4%	-3	3.6
O=C(COC(=O)c1cccc([N+](=O)[O-])c1)Nc1ncc(Br)s1	-1%	2%	-4%	4%	7%	0%	-3	0.5
COc1cccc(C2CC(=O)Nc3cc(C)c(C)cc32)c1 (stereo not drawn)	-1%	/	1%	-8%	?	-9%	0	-3.7
CCC(=O)Nc1cc(C(=O)O)ccc1Sc1ccccc1	10%	-2%	0%	7%	17%	9%	-5	-0.4
CCCC1Nc2ccc(C(=O)O)cc2C2C=CCC12 (stereo not drawn)	18%	-5%	?	-1%	-8%	?	-28	1.1
O=C(CCN1C(=O)C2C3C=CC(C3)C2C1=O)Nc1c(F)cc(F)cc1Br (stereo not drawn)	-8%	-1%	-5%	0%	6%	0%	2	-0.3
COCC(=O)N=Nc1c(O)[nH]c2ccccc12	-17%	-1%	6%	10%	6%	3%	1	-2.8
O=C(Nc1nc(-c2ccccc2)cs1)c1ccc(N2CCOCC2)c([N+](=O)[O-])c1	15%	-2%	-11%[57.1 µM]	15%	-7%	3%	1	-0.7
CC(C)CC(NC(=O)c1ccc(Cl)cc1)C(=O)O (stereo not drawn)	2%	-2%	-14%	4%	-3%	-2%	/	0.5
CCOc1ccc(Oc2ccc(S(=O)(=O)N3CCOCC3)cc2NC(=O)C2=COCCO2)cc1	-10%	-1%	9%	13%	-5%	-12%	-2	-3.6
O=C(CSc1nnnn1C1CCCCC1)Nc1ccccc1N1CCOCC1	-20%	3%	-2%	5%	-3%	-2%	0	0.4
CN(C(=O)c1cccs1)c1ccc(OCC(=O)Nc2ccc(C(=O)O)cc2)cc1	4%	0%	1%	9%	-3%	-5%	?	-2.5
S=C(Nc1ccc(Br)cc1)N1CCCC1	-9%	1%	-5%	-1%	14%	-2%	2	-5.3
CCCC(=O)c1cc2cc(Cl)ccc2oc1=O	-17%	-4%	-4%	0%	-1%	0%	-7	0.9
COc1ccccc1NS(=O)(=O)c1cccc(C(=O)N/N=C(/C)c2ccc(-n3ccnc3)cc2)c1	-1%	/	-19%	-8%	17%	3%	-8	2.0
C#CCOCCOCCOCCNc1nc(N2CCN(C(=O)[C@H]([C@@H](C)CC)n3cc(CCC(=O)O)nn3)CC2)nc(N2CCN(C(=O)[C@H](CCCCN)n3cc(CCCC)nn3)CC2)n1	2%	/	5%	3%	10%	-1%	2	-2.2
CS(=O)(=O)N1CCN(C(=O)Cc2ccc([N+](=O)[O-])cc2)CC1	-6%	2%	-5%	1%	-2%	-2%	-4	2.9
O=C(Nc1cnn(Cc2ccc(F)cc2)c1)c1cc(-c2cccs2)on1	0%	-9%	-3%	-1%	-1%	-4%	/	-3.0
COc1ccc(-c2cc(C(=O)Nc3sc4c(c3C#N)CCCC4)c3ccccc3n2)cc1	8%	-3%	3%	11%	-6%	-11%	1	-1.9
CCCc1nc2cc(C)c(Br)c(C)n2c1CC1CCCCC1	-5%	/	-11%	-3%	-8%	0%	6	0.3
COc1cccc(-c2ccc(C#N)c(OC(=O)c3c(Cl)cccc3Cl)n2)c1	7%	-5%	8%	3%	0%	-2%	2	-0.8

More results:
SMILES	EPAC1 antag	MmCpn inh	WRN helicase inh	EPAC1 agonist	EPAC2 antag	PLK1 PBD block	PI5P4Ka inh	CCT modulator
COc1cc(C(=O)Nc2ccc(NC(=O)C3CCCCC3)nc2)cc(OC)c1OC	-3%	1%	-5%	-4%	10%	3%	7	-0.2
CCn1c(SCC(=O)Nc2cc(C)on2)nnc1-c1cccnc1	-6%	-2%	0%	-5%	-2%	-8%	/	-3.1
C[C@H](OC(=O)c1[nH]cnc1C(=O)N1CCN(C(=O)OC(C)(C)C)CC1)c1ccccc1	4%	0%	-1%[11.6 µM]	-31%[inhibitor]	5%	-6%	3	-1.4
CCOC(=O)c1cccc(N/C=C/C(=O)c2ccc(OC)c(OC)c2)c1	14%	-2%	-5%	15%	-4%	-18%	4	-1.2
O=C(CCc1nc2ccccc2[nH]1)Nc1ccc(F)cc1	12%	-1%	2%	-5%	6%	2%	/	0.1
Cc1ccc(NC(=O)COC(=O)C2(CC(=O)NC(C)C)CCCC2)cc1C	22%	-3%	1%	-6%	-14%	-2%	-5	-0.5
CC(C)Sc1nnc(SCC(=O)N(C)C2CCS(=O)(=O)C2)s1 (stereo not drawn)	11%	2%	-5%	0%	-3%	-3%	3	1.7
COc1ccccc1N1C(=NC(=O)CCC2CCCC2)SC2CS(=O)(=O)CC21 (stereo not drawn)	-24%	1%	-4%	5%	-3%	-2%	4	-3.4
CCCn1c(N)c(C(=O)COC(=O)CCNS(=O)(=O)c2ccccc2F)c(=O)[nH]c1=O	4%	1%	10%	2%	2%	-4%	5	-3.7
COc1ccc(-c2nc(NC(=O)c3n[nH]c(=O)c4ccccc34)sc2C)cc1	-9%	1%	-9%	6%	6%	3%	0	-5.7
CCOc1ccc(NC(=S)NNC(=S)Nc2cccc(C(F)(F)F)c2)cc1	1%	0%	-19%	-3%	-8%	?	-18	-0.1
CCC1(CC)C(=O)NC(=O)NC1=Nc1cccc(OC)c1	-2%	1%	0%	-3%	4%	-6%	-3	1.6
COCc1nnc(NS(=O)(=O)c2ccc(F)cc2)s1	1%	1%	2%	5%	11%	-9%	5	-2.8
O=C(COC(=O)CN1C(=O)NC2(CCCC2)C1=O)Nc1ccc(C(F)(F)F)cc1[N+](=O)[O-]	-28%	-1%	4%	-2%	0%	-2%	-7	0.3
CC(=O)c1ccc(NC(=O)CN2C(=O)/C(=C/C(C)=C/c3ccccc3)SC2=S)cc1	6%	-2%	-1%	5%	-6%	-21%	0	-16

Random excerpt: two compounds from above, in no set order.
SMILES	EPAC1 antag	MmCpn inh	WRN helicase inh	EPAC1 agonist	EPAC2 antag	PLK1 PBD block	PI5P4Ka inh	CCT modulator
O=C(Nc1cnn(Cc2ccc(F)cc2)c1)c1cc(-c2cccs2)on1	0%	-9%	-3%	-1%	-1%	-4%	/	-3.0
O=C(CSc1nnnn1C1CCCCC1)Nc1ccccc1N1CCOCC1	-20%	3%	-2%	5%	-3%	-2%	0	0.4
